# Screening data (PubChem)
# KCNQ2 inh: KCNQ2 channel blockers in CHO-K1 cells – cell-based, FluxOR thallium flux, B-score, primary screen (AID 2156). 310,000 compounds, 1.1% hits. O88943. 20 min; hits give low values. B-score at 10 µM;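 active = fluorescence ratio B-score at most minus 3 library SDs, with starting brightness B-score within 2 library SDs, cut at about -5.5 in these data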
# Kir21 inh: inhibitors of mouse Kir2.1 inward-rectifier potassium channel. 310,000 compounds, 0.85% hits. HEK293-Kir2.1, FluxOR thallium flux fluorescence; hits give low values. B-score at 10 µM. AID 1672;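 active = fluorescence ratio B-score at or below minus 3 SD of library scores, with starting-brightness B-score within 2 SD, cut at about -4.2 in these data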;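 also: channel flux triggered by added potassium and thallium sulfate stimulus; B-score of peak minus minimum fluorescence over baseline after thallium stimulus; more negative B-score means stronger Kir2.1 block with less thallium influx; some compounds called inactive have numbers as strong as hits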
# Target sequence (P35561 whole entry, looked up): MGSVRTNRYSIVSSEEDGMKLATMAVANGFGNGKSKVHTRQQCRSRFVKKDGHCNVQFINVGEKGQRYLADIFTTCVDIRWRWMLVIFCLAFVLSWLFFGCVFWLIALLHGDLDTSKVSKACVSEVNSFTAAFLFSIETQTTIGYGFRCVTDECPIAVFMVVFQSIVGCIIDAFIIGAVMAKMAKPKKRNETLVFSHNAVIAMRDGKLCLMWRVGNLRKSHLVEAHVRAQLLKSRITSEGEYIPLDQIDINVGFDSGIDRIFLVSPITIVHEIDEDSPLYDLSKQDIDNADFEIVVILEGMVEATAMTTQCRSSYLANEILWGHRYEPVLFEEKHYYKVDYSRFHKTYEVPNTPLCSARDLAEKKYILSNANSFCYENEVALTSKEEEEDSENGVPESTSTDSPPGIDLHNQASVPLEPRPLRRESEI
# STK33 kinase inh: inhibitors of human STK33 kinase; purified STK33, MBP phosphorylation, ADP-Glo luminescence; inhibition, % at 10 µM; Q9BYT3; AID 2661; 320,000 compounds, 0.073% hits;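 active = inhibition at or above 25%, using the most active replicate where run in duplicate; inactive = inhibition below 25%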
# Target sequence (Q9BYT3 whole entry, looked up): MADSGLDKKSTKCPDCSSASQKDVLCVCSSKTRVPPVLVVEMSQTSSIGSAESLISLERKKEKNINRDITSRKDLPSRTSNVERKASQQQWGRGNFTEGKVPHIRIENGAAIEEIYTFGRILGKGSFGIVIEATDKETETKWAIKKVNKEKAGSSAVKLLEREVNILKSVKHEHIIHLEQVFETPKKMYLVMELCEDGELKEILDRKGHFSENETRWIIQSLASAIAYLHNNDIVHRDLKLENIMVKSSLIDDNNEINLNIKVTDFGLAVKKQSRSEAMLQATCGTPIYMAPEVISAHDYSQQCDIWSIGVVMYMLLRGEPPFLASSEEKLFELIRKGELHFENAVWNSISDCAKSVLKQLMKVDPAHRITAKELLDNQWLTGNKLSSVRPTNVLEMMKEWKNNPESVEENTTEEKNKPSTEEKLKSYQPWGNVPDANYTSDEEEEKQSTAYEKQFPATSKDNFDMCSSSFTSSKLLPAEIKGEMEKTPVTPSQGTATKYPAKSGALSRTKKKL
# The depositor's hits bear a star; i = inactive; / = not tested or not shown.
# Below each SMILES: KCNQ2 inh, Kir21 inh, STK33 kinase inh
COc1ccc(C(C)C)cc1S(=O)(=O)Nc1ccc(Cl)cn1
  i, 1.8, -0.3
Cc1ccc(C(c2c(C)nn(-c3ccccc3)c2N)c2c(C)nn(-c3ccccc3)c2N)cc1
  i, -0.36, 2.0
COc1cccc(CNC(=O)CCNS(=O)(=O)c2ccc3c(c2)oc(=O)n3C)c1
  i, -0.42, -1.7
COc1cccc(CNCc2ccc(C(=O)O)cc2)c1OC
  i, 0.01, 0.2
CCN1CCN(c2ccc(S(=O)(=O)N3CCCCC3)cc2NC(=O)COc2ccc(Cl)cc2)CC1
  i, -1.6, -1.3
O=C(O)C(=O)/C(=C\c1ccccc1)c1ccc2ccccc2n1
  i, 0.88, 0.7
CCOC(=O)Cc1nnc(Nc2ccc(C)cc2C)c2ccccc12
  i, 0.04, -1.3
CC(C)C12CN3CC(C(C)C)(CN(C1)C3c1ccccc1)C2O (stereo not given)
  i, -2.1, -3.2
O=C(OCC(=O)N1CCCCC1)c1c[nH]c(=O)[nH]c1=O
  i, 0.19, -0.5
CCOC(=O)C1(Cc2ccccc2)CCCN(C(=O)c2cnn(CC)c2)C1 (stereo not given)
  i, -1, 0.6
Cc1ccc(C(=O)N/C(=C/c2ccc(F)cc2)C(=O)NCc2ccncc2)cc1
  i, 0.38, -0.6
COc1ccc(CCN2CCCC(CN(C)Cc3cc(OC)ccc3OC)C2)cc1 (stereo not given)
  i, -1.9, -1.1
O=C(CCCC(=O)N(CC(=O)NC1CCCCC1)c1ccccc1F)Nc1ccccn1
  i, -1, -2.4
COc1ccc(Cl)cc1NC(=O)CCCN1C(=O)CCC1=O
  i, -0.87, -1.2
CCOC(=O)c1ccc(NC(=S)N(CCCN2CCCC2)Cc2cccs2)cc1
  i, 0.35, -0.5

# (continued)
# Below each SMILES: KCNQ2 inh, Kir21 inh, STK33 kinase inh
COc1ccc(S(=O)(=O)N2CCN(CC(=O)NC3CCCC3)CC2)cc1
  i, -0.22, -1.8
Cc1cc(C(=O)CN2C(=O)C(=O)N(CC(C)C)C2=O)c(C)n1-c1ccccc1F
  i, 1.4, -1.6
O=C(COCc1nc2ccccc2c(=O)[nH]1)NCC1CCCCC1
  i, 0.04, -0.6
Cc1cccc(OCCSCc2nc3ccccc3[nH]2)c1
  i, -2.2, -0.9
Cc1cc(OCC(=O)NCc2cccnc2)c2c(C)c(Cc3ccccc3)c(=O)oc2c1
  i, 0.61, -1.7
COc1ccccc1NC(=O)Nc1cc(NC(=O)Nc2ccccc2OC)c(C)nc1C
  i, 0.46, -3.0
CCOCCCNC(=O)C1(O)c2ccccc2NC(=O)N1c1ccc(Cl)cc1 (stereo not given)
  i, 0.81, -0.2
C/C(=N\NC(=O)CSc1nnc(C)s1)c1ccc(O)cc1
  i, -0.17, -1.4
COc1ccc(/C=C(/NC(=O)c2ccccc2)C(=O)NCc2ccncc2)cc1
  i, -0.88, -0.8
CCCCNC(=S)N(C)/N=C/c1ccccc1F
  i, -0.19, -0.5
CC1Cc2ccccc2N1C(=O)COC(=O)c1ccccc1NCCO (stereo not given)
  i, -2.7, -1.9
CC1(c2cccs2)CC(c2cccs2)=C(C#N)C(=O)N1 (stereo not given)
  i, -1.1, 0.0
Cc1c(C(N)=O)c(N)c(C(=O)c2ccccc2)n1-c1ccccc1
  i, -0.7, -3.2
CN(c1ccc(C(=O)Nc2ccc(S(=O)(=O)N3CCCC3)cc2)cc1)S(C)(=O)=O
  i, 1.1, 0.2
CCC(C)C(NC(=O)C1CCC(C)CC1)C(=O)Nc1cc(OC)ccc1OC (stereo not given)
  i, 3.4, -0.9

# (listing goes on)
# Below each SMILES: KCNQ2 inh, Kir21 inh, STK33 kinase inh
Cn1c(CN2CCCC(C(=O)c3ccc4c(c3)OCO4)C2)nc2ccccc21 (stereo not given)
  i, -1.2, -1.0
O=C(/C=C/c1ccc(OC(F)F)cc1)OCC(=O)N1CCc2ccccc21
  i, -0.28, -1.5
CCC(Oc1ccccc1)C(=O)NC1CCSC1=O (stereo not given)
  i, -0.65, -1.5
CCN(CC)S(=O)(=O)c1ccc(NC2c3ncccc3C(=O)N2Cc2ccccc2)cc1 (stereo not given)
  i, 0.08, -0.6
COc1cccc(NC(=O)CCS(=O)(=O)c2ccc(Br)cc2)c1
  i, -3.6, -1.2
Cc1ccc(-c2nnc(SCCC(=O)N3CCOCC3)o2)cc1
  i, 2.3, 1.2
O=C1CC(c2ccccc2)Sc2ccccc2N1 (stereo not given)
  i, 1.2, 3.8
CCS(=O)(=O)c1ccc(C(=O)Nc2ccccc2)c(Cl)c1Cl
  i, -0.02, -0.9
Cc1cccc(NC(=O)c2cccc(S(=O)(=O)NCc3ccccc3)c2)n1
  i, -1.3, -1.3
OCCC1CN(Cc2cccn2-c2ncccn2)CCN1C1CCCC1 (stereo not given)
  i, -1.7, -1.3
COc1ccc(C2C(C(=O)Nc3ccccc3OC)=C(C)Nc3nnnn32)c(OC)c1 (stereo not given)
  i, -1.3, 0.5
COCCNc1nnc(SCC(=O)N(C)c2c(N)n(Cc3ccccc3)c(=O)[nH]c2=O)s1
  i, -0.41, -0.6
Cc1ccc(-c2noc(-c3ccccc3C(=O)N3CCOCC3)n2)cc1
  i, 0.74, -1.0
O=C(Nc1cccc(Cl)c1)c1ccccc1NC(=O)C1CCCCC1C(=O)O (stereo not given)
  i, -0.11, -11
NNC(=S)NC1CC2CC1C1C=CCC21 (stereo not given)
  i, 0, -2.2

# (continued)
# Below each SMILES: KCNQ2 inh, Kir21 inh, STK33 kinase inh
COc1ccc(C(=O)C/C(=C\C(=O)c2ccc(C)cc2)c2ccccc2)cc1
  -7.7*, -1.5, -1.7
COc1ccc(Nc2nc(-c3ccccc3)c(C(=O)Nc3cccnc3)s2)cc1
  i, 0, 0.2
O=S1(=O)N=C(Nc2ccc(N3CCOCC3)cc2)c2ccccc21
  i, 0.78, -0.3
O=C(CNC1CCCCCC1)Nc1ccccc1N1CCOCC1
  i, 0.24, 0.3
O=C(O)c1cc(/C=N\O)ccc1OCc1ccccc1
  i, -0.06, -0.8
Cc1nn(CC(=O)NCCCN2CCCCC2)c(=O)c2cc(-c3ccccc3)nn12
  i, 0.37, 0.4
CN(C)c1ccc(/C=C(\C#N)C(=O)c2ccccc2)cc1
  i, -0.28, 0.0
CC(C)N(C(=O)CN(C#N)c1nc(N(C)C)nc(N(C)C)n1)c1ccccc1
  i, 1.5, 0.4
Cc1nnc(SCC(=O)NCc2ccco2)n1-c1ccccc1
  i, -0.16, -0.9
CC(C)c1ccc(-c2nc(N3CCCCCC3)nc3n[nH]c(N)c23)cc1
  i, -2.1, -0.3
O=C(Nc1ccc(OCc2ccccc2)cc1)c1cccs1
  i, -0.94, 0.3
COc1ccc(C2OC3=C(Nc4cc(C)c(C)cc4N3)C2=O)cc1 (stereo not given)
  i, 0.33, -0.2
Cn1c(NCCO)nc2c(c1=O)C1(CCCCC1)Cc1ccccc1-2
  i, -1.2, 1.5
COc1ccc(/C=C/C(=O)NCC(=O)N/N=C/c2ccc(OC)cc2)cc1
  i, 0.51, -1.5
Clc1ccc(Cn2ncc3c(N4CCCCC4)ncnc32)cc1
  i, -0.35, 0.5

# Compound profiles, from the list above:
# Profile of COc1ccc(CCN2CCCC(CN(C)Cc3cc(OC)ccc3OC)C2)cc1 (stereo not given) → KCNQ2 inh = i; Kir21 inh = -1.9; STK33 kinase inh = -1.1
# Profile of Cc1cccc(NC(=O)c2cccc(S(=O)(=O)NCc3ccccc3)c2)n1 → KCNQ2 inh = i; Kir21 inh = -1.3; STK33 kinase inh = -1.3

# The list continues:
# Below each SMILES: KCNQ2 inh, Kir21 inh, STK33 kinase inh
COc1ccc(OC)c(C2C(C(C)=O)=C(O)C(=O)N2c2ccc(O)cc2)c1 (stereo not given)
  i, 0.09, -1.3
CCOC(=O)NC(=O)CSc1nnnn1-c1ccc(Cl)cc1
  i, -0.01, -1.6
CC(C)Nc1nc(NC(N)=S)nc(NC(C)C)n1
  i, -1.2, -0.8
O=C(Cc1ccc(Cl)cc1)Nc1ccc(Br)cn1
  i, -1.3, 2.7
O=C(N/N=C/c1c(O)n(-c2ccc(Cl)cn2)c(=O)c2ccccc12)c1ccncc1
  i, -4.4, -3.6
CCCn1c(SCC(=O)NNC(=O)c2ccccc2)nnc1-c1cccnc1
  i, 0.67, 0.0
C=C(C)c1cccc(C(C)(C)NC(=O)Nc2ncccn2)c1
  i, 0.29, -0.9
COc1ccc(-c2nc3cnccn3c2Nc2ccc(C)cc2)cc1
  i, 0.78, 0.1
Cc1ccnc2nc(C(=O)OCC(=O)N(CC(C)C)CC(C)C)nn12
  i, 2.2, -0.5
Cc1ccccc1Cn1c(=O)n(CCC(=O)NCc2ccc3c(c2)OCO3)c(=O)c2ccccc21
  i, 0.78, -0.5
COc1cc(C(=O)N2C[C@@H]3CCC[C@H]2C3)ccc1OC1CCN(C(C)=O)CC1
  i, 2.4, -0.5
N#C/C(=C(\O)CCl)c1nnc2n1CCCCC2
  i, 0.54, 0.2
O=C(Nc1cccc(Cl)c1)/C(=C\c1cccnc1)NC(=O)c1ccco1
  i, -0.64, -1.7
COc1ccc(CCN=C(N)NS(=O)(=O)c2cc(F)ccc2OC)cc1
  i, 0.38, -1.7
COc1cc(OC)cc(C(=O)NNC(=O)C2CCCC2)c1
  i, 0.32, -1.3

# The list goes on:
# Below each SMILES: KCNQ2 inh, Kir21 inh, STK33 kinase inh
Cc1cccc(N2C(=O)C3C4CC(=O)C(c5ccccc54)C3C2=O)c1C (stereo not given)
  i, 0.86, 0.2
CSc1nc2ncc(-c3ccsc3)c(N)n2n1
  i, -1.4, -1.1
COC(=O)[C@H](C)NC(=O)Nc1ccc(C)c(C)c1
  i, 1.4, -1.3
CCN(CC)CCCN1CC(=O)N2[C@@H](Cc3c([nH]c4ccccc34)C2(C)C)C1=O
  i, -0.01, -2.1
N#CCOc1coc(CN2CCN(c3cccc(Cl)c3)CC2)cc1=O
  i, 0.08, 1.0
COc1ccc(-c2cc(C(=O)Nc3cc(OC)cc(C(=O)Nc4cccc(C(F)(F)F)c4)c3)[nH]n2)cc1
  i, 1.6, -2.3
c1ccc(C2=Nn3c(nnc3-c3n[nH]c4c3CCC4)SC2)cc1
  i, -1.5, 0.6
c1ccc2nc(-c3nc4ccccc4[nH]3)ccc2c1
  i, -1.2, 3.8
Cc1ccc(S(=O)(=O)NCc2ccc(/C=C(/C#N)C(=O)NCc3ccccc3)o2)cc1
  i, -0.67, -0.2
[N-]=[N+]=NCCN1CCN(CCc2ccccc2)CCC1=O
  i, -0.99, -0.6
CC(C)CCCN1C(Nc2ccccc2)=NC[C@@H]1C
  i, 0.01, -0.8
Cc1ccc(C2CCN(C(=S)NC(C)C)C2)cc1 (stereo not given)
  i, -0.58, -1.2
COc1ccc(N2C(=O)Cc3c2nc(N)c(C#N)c3N)cc1
  i, 1.3, -1.6
O=C1C(=O)N(CCCN2CCOCC2)C(c2ccc(Cl)cc2)/C1=C(/O)c1ccc(F)cc1 (stereo not given)
  i, 0, -1.0
O=[N+]([O-])c1cccnc1N1CCN(Cc2ccc3c(c2)OCO3)CC1
  i, 0.9, -0.4

# Next structures follow.
# Below each SMILES: KCNQ2 inh, Kir21 inh, STK33 kinase inh
CC1(N2CCOCC2)C(=O)c2ccccc2C1=O
  i, 2.3, 0.2
CC(CN1CCCC1)OC(=O)COc1ccccc1 (stereo not given)
  i, 2.1, 0.7
O=Cc1c(Nc2ccccc2Cl)nc2ccccn2c1=O
  i, -0.03, -1.0
CCOC(=O)C(NC(=O)NCc1ccc(OC)cc1)(OCC)C(F)(F)F (stereo not given)
  i, -0.01, -1.1
CCCCC(=O)Nc1ccc(C(=O)NNC(=S)NC(=O)c2cccs2)cc1
  i, 0.3, -1.0
CC(C)[C@H](NC(=O)c1ccccc1)C(=O)OCC(=O)NCCc1ccc(F)cc1
  i, -0.35, -0.4
COc1cc(/C=N/N2CCOCC2)ccc1OCc1ccccc1
  i, 1.9, 0.2
O=C(CSc1nc2ccccc2n1CC(=O)N1CCOCC1)N1CCCC1
  i, 0.64, -0.2
Cc1c(C(=O)Nc2ccccc2)sc2nc[nH]c(=O)c12
  i, -0.23, 2.4
Cc1ccc(S(=O)(=O)N2CCN(S(=O)(=O)c3ccccc3)C2)cc1
  i, -3.4, /
Cc1cccc(NC(=S)NC2CCCC2)c1
  i, 1.1, -1.6
C=CCn1c(SCC(=O)N2CC(=O)Nc3ccccc32)nc2scc(-c3ccccc3)c2c1=O
  i, 0.66, -1.9
CC(=O)NS(=O)(=O)c1ccc(NC(=O)c2cccc3ccccc23)cc1
  i, 0.22, -0.5
Brc1c(CSc2nncn2-c2ccccc2)nc2sccn12
  i, -0.6, -1.5
CCCC(=O)Nc1ccc(C(=O)NNC(=S)NC(=O)c2cccs2)cc1
  i, 1.5, 0.0

# The listing continues:
# Below each SMILES: KCNQ2 inh, Kir21 inh, STK33 kinase inh
CN(CC(=O)Nc1ccccc1C(F)(F)F)C(=O)c1cc([N+](=O)[O-])ccc1N1CCOCC1
  i, 1.7, -2.5
CC(C)OC(=O)/C(C#N)=C/c1ccc(-c2ccc(SC(F)F)cc2)o1
  i, -0.81, -0.1
CCC(C)NC(=O)C(NS(=O)(=O)c1cccc2nsnc12)c1ccccc1 (stereo not given)
  i, 1.5, -1.2
CN1C(=O)N(C)C(NC(=O)Nc2ccccc2)C1NC(=O)Nc1ccccc1 (stereo not given)
  i, 0.98, 1.9
Cc1ccc(S(=O)(=O)CCC(=O)Nc2nc(-c3cccnc3)cs2)cc1
  i, -0.76, -2.2
CCOc1ccccc1C1NC(=O)NC(C)=C1C(=O)OCc1ccco1 (stereo not given)
  i, 0.18, -0.1
